# FXIIa mix inh – human factor XIIa inhibitors, primary screen, biochemical, pooled compound mixtures, fluorogenic substrate; 62,000 compounds, 0.2% hits; AID 684, 2007; Coagulation factor XII (Homo sapiens), P00748; inhibition, % at 5 µM; purified FXIIa;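 note: 0% = enzyme without compound and 100% = no enzyme blank; some results filed as inactive read as strong as hits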
# CatG inh – human cathepsin G inhibitors, primary screen, biochemical, pooled compound mixtures, AMC fluorescence | P08311 | purified enzyme, AMC-tetrapeptide fluorescence | inhibition, % at 5 µM (by protocol) | 62,000 compounds, 0.2% hits;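 active = inhibition above 20% in each of the two mixture wells holding the compound; inactive = inhibition of 20% or less in either well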;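 note: 0% = enzyme control without mixture and 100% = blank lacking enzyme; strong numbers were not always called active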
# Target sequence (P08311 21-244 limits assumed): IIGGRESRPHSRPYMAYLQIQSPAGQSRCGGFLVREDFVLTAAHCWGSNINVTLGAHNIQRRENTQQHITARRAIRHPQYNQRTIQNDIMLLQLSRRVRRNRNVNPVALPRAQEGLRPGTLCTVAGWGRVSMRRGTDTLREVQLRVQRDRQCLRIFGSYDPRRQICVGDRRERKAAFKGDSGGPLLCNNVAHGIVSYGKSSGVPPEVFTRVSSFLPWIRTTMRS
# FXIa mix inh – FXIa protease inhibitors in compound pools, primary screen, biochemical, 10-compound mixtures; 62,000 compounds, 0.19% hits; inhibition, % at 5 µM; AID 680, 2007; purified FXIa, fluorogenic substrate, pooled mixtures; Coagulation factor XI (Homo sapiens), P03951;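 note: each value is inhibition by a whole ten-compound pool holding the compound; 0% = enzyme with no mixture and 100% = wells lacking enzyme; strong numbers were not always called active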
# JNK3 inh – JNK3 kinase activity inhibitors, primary screen, biochemical, human, purified enzyme; 60,000 compounds, 0.61% hits; HTS; inhibition, % at 8 µM; in the data active = inhibition above about 17%;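 note: 0% = DMSO and 100% = reference inhibitor; many of its hits are not listed in these tables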
# Target sequence (P53779 whole entry, looked up): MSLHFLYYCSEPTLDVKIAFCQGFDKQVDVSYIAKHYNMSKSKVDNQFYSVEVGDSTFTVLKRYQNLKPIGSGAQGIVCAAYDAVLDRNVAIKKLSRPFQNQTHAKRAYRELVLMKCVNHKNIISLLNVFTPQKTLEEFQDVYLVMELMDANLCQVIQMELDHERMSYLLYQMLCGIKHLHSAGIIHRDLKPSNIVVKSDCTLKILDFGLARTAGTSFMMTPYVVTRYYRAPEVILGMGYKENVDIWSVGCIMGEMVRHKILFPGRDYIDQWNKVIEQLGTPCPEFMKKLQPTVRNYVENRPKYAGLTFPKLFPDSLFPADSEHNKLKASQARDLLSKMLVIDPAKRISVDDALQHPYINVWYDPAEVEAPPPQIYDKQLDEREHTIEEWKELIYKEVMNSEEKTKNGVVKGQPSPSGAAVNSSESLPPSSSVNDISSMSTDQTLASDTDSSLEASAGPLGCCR
# CatS inh – inhibitors of human cathepsin S, biochemical, compound mixtures | P25774 | recombinant cathepsin S, AMC dipeptide fluorescence, pooled mixtures | inhibition, %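 (tested at 5 µM per compound within 10-compound mixtures)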 | 62,000 compounds, 0.06% hits | AID 501, 2006; in the data active = inhibition above about 32%, passing the limit was not always enough;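 note: 0% = enzyme without compound and 100% = blank without enzyme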
# PKA inh – inhibitors of human PKA kinase activity, primary screen, biochemical, ATP-depletion luminescence, Kemptide substrate | 65,000 compounds, 0.1% hits | cAMP-dependent protein kinase catalytic subunit alpha (Homo sapiens), P17612 | PKA Kemptide phosphorylation, Kinase-Glo ATP luminescence | AID 524, 2006 | inhibition, % at 6 µM;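 active = inhibition above the screen-wide mean inhibition plus 3 SD, cut at about 21% in these data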; note: many of its hits are not listed in these tables
# CatL inh – inhibitors of human cathepsin L, biochemical; Procathepsin L (Homo sapiens), P07711; purified cathepsin L, fluorogenic substrate, fluorescence; inhibition, %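 (tested at 10 µM)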; 58,000 compounds, 0.17% hits; AID 460, 2006; in the data active = inhibition above about 45%;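 note: 0% = enzyme with no compound and 100% = no enzyme blank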
# Target sequence (P07711 114-288 limits assumed): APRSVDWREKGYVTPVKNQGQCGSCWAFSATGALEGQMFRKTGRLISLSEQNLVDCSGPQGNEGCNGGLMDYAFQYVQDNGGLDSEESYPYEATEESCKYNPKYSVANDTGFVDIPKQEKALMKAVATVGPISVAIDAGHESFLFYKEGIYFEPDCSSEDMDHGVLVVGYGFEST
# Target sequence (P07711 292-333 limits assumed): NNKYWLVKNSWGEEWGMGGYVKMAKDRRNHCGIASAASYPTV
# ROCK2 inh – inhibitors of human ROCK2 kinase, primary screen, biochemical, high-throughput, luminescence; Rho-associated protein kinase 2 (Homo sapiens), O75116; purified ROCK2, Kinase-Glo ATP depletion luminescence; inhibition, % at 6 µM; 60,000 compounds, 0.35% hits; AID 604, 2007;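 active = inhibition above the screen-wide mean inhibition plus 3 SD, cut at about 18% in these data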;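 note: plate controls were DMSO wells for no effect and Y-27632 control wells after no-enzyme background subtraction for full effect; many of its hits are not listed in these tables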
# C1s block – complement C1s protease inhibitors, primary screen, biochemical, 10-compound mixtures. Complement C1s subcomponent (Homo sapiens), P09871. purified C1s, fluorogenic AMC substrate, pooled mixtures. mean inhibition % of two 10-compound mixtures (stronger effect = higher value), % at 5 µM (by protocol). 62,000 compounds, 0.16% hits. AID 538, 2006;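 active = inhibition above 20% in each of the two 10-compound mixture wells holding the compound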;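 note: 0% = enzyme wells lacking compound mixture and 100% = no-enzyme blank wells; some compounds called inactive have numbers as strong as hits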
# The depositor's hits bear a star; . = not tested or not shown. Cut-off read from the data, not from the text of the source, unless noted: active = inhibition above about 20% (passing the limit was not always enough); inactive = the rest.
SMILES,FXIIa mix inh,CatG inh,FXIa mix inh,JNK3 inh,CatS inh,PKA inh,CatL inh,ROCK2 inh,C1s block
O=C(CNC(=O)c1ccco1)OCc1ccc(C(=O)Oc2ccccc2)cc1,-19,12,0,-5,8,3,.,1,38
CC(=O)Nc1nonc1NC(=O)CSc1ncn[nH]1,8,-1,2,4,-5,-2,-5,-1,1
Cc1cccc(C(=O)Nc2ccccc2C(=O)OCc2c(C)noc2C)c1,6,8,2,-1,-2,6,2,5,11
CC(=O)N(c1ccc(Cl)cc1)c1c[nH]c2ccccc12,9,8,6,-4,5,-4,.,2,22
COC(=O)c1ccc(Oc2nc3ccccc3n3c(C)nnc23)cc1,.,.,.,-23,.,-4,0,-1,.
CCOC(=O)C1CCCN(CC(=O)Nc2c(F)c(F)c(F)c(F)c2F)C1 (centres undefined),3,-5,-13,5,-10,4,.,3,-92
COc1ccc(CCNC(=O)CSc2nnc(-c3cccc(F)c3)o2)cc1OC,6,3,11,-14,-7,-16,2,-10,-5
Cn1c(SCC(=O)NCc2ccc3c(c2)OCO3)nnc1-c1cccs1,11,7,4,-5,-3,12,6,5,6
CCOCCCNC(=O)CSc1ccccc1,10,2,11,-9,8,-7,-3,-1,-2
Cc1ccccc1N(CC(=O)NC1CCCC1)C(=O)CS(=O)CC(=O)Nc1ccc2c(c1)OCO2 (centres undefined),6,-9,1,.,15,5,0,.,-15
O=C1N[C@@H](Cc2cnc[nH]2)C(=O)N2CCC[C@@H]12,1,11,-2,2,-1,-1,15,-2,2
O=C(O)c1ccc(COCC(F)(F)F)cc1,7,4,6,4,1,-3,3,-2,-1
COc1ccc(OC)c(S(=O)(=O)N2Cc3ccccc3CC2C(=O)O)c1 (centres undefined),-16,4,-12,1,2,7,14,5,-39
CSc1nsc(SC)c1C(=O)OCC(F)(F)F,5,-4,9,7,-2,-3,0,0,-2
CC1(CC(=O)O)SC(=O)NC1=O (centres undefined),-2,-1,3,4,2,8,15,4,-13
CC1(C)SCC(C(=O)O)N1C=O (centres undefined),-1,11,7,.,0,.,-5,.,13
CCN=C1SC(CC(=O)Nc2sc3c(c2C#N)CCCC3)C(=O)N1CC (centres undefined),11,6,6,.,-8,2,.,.,5
COc1cc(OC)nc(NC(=O)COC(=O)C2CCCCC2)n1,-23,0,4,-4,-4,1,4,-4,-1
O=C(c1cccs1)N(Cc1cccc(Cl)c1)C1CCS(=O)(=O)C1 (centres undefined),-12,-1,22,-9,22,2,15,0,-12
O=C(Nc1ccccc1)C1CC(=O)N(C2CCCCC2)C1 (centres undefined),-5,1,11,3,-2,2,-9,6,5

# In a second layout: results already given
CC1(CC(=O)O)SC(=O)NC1=O (centres undefined)
  FXIIa mix inh = -2	CatG inh = -1	FXIa mix inh = 3	JNK3 inh = 4	CatS inh = 2	PKA inh = 8	CatL inh = 15	ROCK2 inh = 4	C1s block = -13

CCOC(=O)C1CCCN(CC(=O)Nc2c(F)c(F)c(F)c(F)c2F)C1 (centres undefined)
  FXIIa mix inh = 3	CatG inh = -5	FXIa mix inh = -13	JNK3 inh = 5	CatS inh = -10	PKA inh = 4	CatL inh = .	ROCK2 inh = 3	C1s block = -92

COc1ccc(CCNC(=O)CSc2nnc(-c3cccc(F)c3)o2)cc1OC
  FXIIa mix inh = 6	CatG inh = 3	FXIa mix inh = 11	JNK3 inh = -14	CatS inh = -7	PKA inh = -16	CatL inh = 2	ROCK2 inh = -10	C1s block = -5

Cc1ccccc1N(CC(=O)NC1CCCC1)C(=O)CS(=O)CC(=O)Nc1ccc2c(c1)OCO2 (centres undefined)
  FXIIa mix inh = 6	CatG inh = -9	FXIa mix inh = 1	JNK3 inh = .	CatS inh = 15	PKA inh = 5	CatL inh = 0	ROCK2 inh = .	C1s block = -15

# The list continues.
SMILES,FXIIa mix inh,CatG inh,FXIa mix inh,JNK3 inh,CatS inh,PKA inh,CatL inh,ROCK2 inh,C1s block
O=C1OCc2cc(NS(=O)(=O)c3cccs3)ccc21,6,7,7,8,-6,1,-8,-5,13
COC(=O)c1cc(Br)ccc1-c1ccc(/C=N/n2nnnc2N)o1,6,-3,2,4,1,-2,-1,-1,-4
COc1ccc(-c2nn3c(-c4cccc(C)c4)nnc3s2)cc1OC,2,-10,-4,-2,13,2,1,8,-20
CC(C)n1c(=O)[nH]c2ccccc21,-2,-15,-11,.,-6,-1,10,.,-60
COc1cc2c(cc1OC)C(Cc1ccc(O)cc1)N(C)CC2 (centres undefined),4,10,3,.,2,.,7,.,15
CCOC(=O)c1cccc(NC(=O)CSc2nnc(-c3cccnc3)n2CC)c1,-1,8,12,7,7,-4,-1,-1,4
CCOC(=O)CN1CC23C=CC(O2)C(C(=O)NC2CCCC2)C3C1=O (centres undefined),-12,12,4,0,-6,0,8,2,20
C=CCOC(=O)C1=C(C)NC(=O)NC1c1cn(-c2ccccc2)nc1-c1cccs1 (centres undefined),-13,9,6,-2,-13,4,12,4,19
Cc1cc(C)cc(OCC(=O)Nc2cccc(-c3nc4ncccc4o3)c2)c1,0,9,5,-1,-2,9,9,6,15
Cc1csc(NC(=O)c2cccc(Cn3nc(C)c(Br)c3C)c2)n1,3,2,10,12,-1,-2,-6,1,4
CCC(C)(C)n1nnnc1C(C(C)C)N(CCCO)Cc1cc2cc(C)ccc2[nH]c1=O (centres undefined),-3,11,8,4,-2,-6,.,-4,11
O=C1c2ccccc2C(=O)N1CCC(=O)N1CCCc2ccccc21,-5,7,9,.,17,1,-1,.,7
Nc1nc2nonc2nc1N1CCCCC1,3,12,8,-1,2,1,17,0,19
Nc1nonc1-c1nc2ccccc2n1CCC(=O)O,-4,12,6,2,-8,4,34,8,17
Cc1ccc2[nH]c3c(c2c1)CN(C(=O)CN1CCSCC1)CC3,3,-14,-12,-5,-19,2,5,5,-117
CC1(C)CC(=O)C2=C(C1)NC(=O)CC2c1ccc(N(CCC#N)CCC#N)cc1 (centres undefined),7,-38,-2,-2,-10,10,4,4,-5
COc1ccc(-n2c(Cc3cccn3C)nnc2SCC(=O)Nc2cccc(F)c2)cc1,-17,8,8,-1,0,1,.,0,1
c1ccc(N2CCN(c3nc(-c4ccccn4)nc4ccccc34)CC2)cc1,.,.,.,0,.,0,17,-8,.
CCN1CCN(c2ncnc3c2oc2nc(C)c4c(c23)CC(C)(C)OC4)CC1,-7,-9,3,1,11,0,5,3,4
CC(C)Cn1c(CN(C)Cc2ccccc2)nc2c1c(=O)n(C)c(=O)n2C,-17,-4,1,1,3,-1,11,4,-46
Cc1nc(NC2=NCN(Cc3cccnc3)CN2)nc2ccccc12,4,8,-1,6,-4,10,6,5,-3
Cn1c(N2CCN(C(=O)NCc3ccccc3)CC2)nc2ccccc21,6,-12,-19,8,-8,8,14,4,-120
Cc1nc2ccc(S(=O)(=O)NCC(=O)N3CCCC(C)C3)cc2s1 (centres undefined),5,-1,0,-2,2,2,-2,6,-4
N#CC1=C(SCc2ccccc2)NC2=C(C(=O)CCC2)C1c1ccc2c(c1)OCO2 (centres undefined),.,.,.,-1,.,3,-18,-9,.
CCOC(=O)CSc1nnc(CNC(=O)c2ccc(OC)c(OC)c2)n1C,2,-5,-5,-4,-16,11,9,1,4
CCOC(=O)N1CCN(C(=O)NC23CC4CC(CC(C4)C2)C3)CC1,-2,-15,-14,2,10,-3,.,-3,-119
O=C(N1CCOCC1)N1CCOCC1,-20,-8,1,4,3,6,11,0,-1
Cn1c(CNc2nc(-c3ccccc3)cs2)nnc1SCC(=O)OC1CCCCC1,6,7,12,-1,-5,-13,2,-10,9
Cc1ccc(C)n1-n1cnc2sc3c(c2c1=O)CCC3,-20,-3,1,13,8,4,5,3,37
O=C(Cn1cnc2c(cnn2-c2ccc(F)cc2)c1=O)OCc1ccccc1,-7,52,13,-10,24,-4,13,0,18
OCc1nc2ccccc2n1CC(O)COc1ccccc1 (centres undefined),2,13,3,-8,-3,9,13,4,11
Cn1c(=O)c(C(=O)Nc2cnccn2)c(O)c2ccccc21,-4,-20,-12,0,17,3,2,-1,-78
COC(=O)c1[nH]c2cccc(OC)c2c1NC(=O)CN1CCOCC1,5,9,-2,-5,-7,7,10,4,2
O=S(=O)(c1ccc(F)cc1)N1CCC(N2CCCC2)CC1,4,11,0,-8,0,-4,31,0,2
O=C(O)c1ccc(-c2ccccc2Cl)o1,4,10,1,-7,2,-2,17,0,15
COc1ccc(OC)c(NC(=O)Cn2c(-c3ccc(Cl)cc3)noc2=O)c1,-1,7,9,1,0,-1,9,-6,2
Cc1nn(-c2nc3ccccc3s2)c(N)c1-c1ccccc1,4,6,-4,-7,-5,-6,.,1,-15
Cc1ccc2nc(NC(=O)CSc3nc4c(c(=O)n3C)SC(C)C4)sc2c1 (centres undefined),8,-5,4,-2,21,-5,4,-2,1
Cn1nc(CC(=O)NCCN2C(=O)CSC2=O)c2ccccc2c1=O,6,-6,4,-1,7,5,-8,5,-12
Cc1ccc2nc(NC3=NCN(Cc4ccco4)CN3)nc(C)c2c1,1,-12,6,3,-7,-1,2,-2,-54
Cc1oc(C(=O)O)cc1COc1cccc2cccnc12,0,8,2,-6,-14,-2,4,1,15
CCC(C)(C)n1nnnc1C(c1cccs1)N1CCN(Cc2ccccc2)CC1 (centres undefined),6,-9,7,-8,-7,6,0,1,-1
COC(=O)C1=C(C)NC(=O)NC1c1ccccc1 (centres undefined),6,-14,0,4,15,7,-1,3,-22
CCOc1ccccc1C(=O)N1CCN=C1SC,9,6,1,-1,-5,7,-8,2,-2
O=C(NCc1ccco1)c1ccccc1NS(=O)(=O)c1cccs1,3,5,4,1,-12,7,1,5,-9
COc1ccc(-c2oc3ncn(CCN4CCOCC4)c(=N)c3c2-c2ccc(OC)cc2)cc1,7,7,5,-2,0,8,0,6,9
Cc1cc(NC(=O)CSc2cn(CCNC(=O)c3ccc(F)cc3)c3ccccc23)no1,11,-1,6,-6,11,15,19,6,-3
O=C(CN1C(=O)c2ccccc2S1(=O)=O)NC1CCCC1,2,8,5,0,-3,12,1,6,12
COc1cc(C)c(CNc2ccc(OC)c(OC)c2)cc1C,.,.,.,-3,.,6,.,4,-5
Cc1ccc(NC(=O)Cn2c(C)cc(C)c(C#N)c2=O)c(Cl)c1,-15,0,-7,.,-5,6,9,.,-57
O=C(CCn1c(=O)oc2ccccc21)Nc1nccs1,2,7,8,2,-6,10,3,4,0
Cn1c(/C(C#N)=C2/CCCCCN2)nc2ccccc21,-5,-2,3,.,3,12,-2,.,-6
COc1ccccc1NC(=O)C(Cc1ccc(Cl)cc1)c1nn[nH]n1 (centres undefined),3,10,2,0,5,0,17,2,14
COc1ccccc1N1CCN(CC(=O)Nc2cccc(F)c2)CC1,3,3,1,1,7,0,21,1,7
COCCN1C(=O)c2ccc(C(=O)O)cc2C1=O,10,4,6,2,18,2,-1,3,0
COc1cccc(Nc2ncc(C(=O)O)c3ccccc23)c1,3,-5,2,-6,14,-1,9,-2,-41
O=C(NC1CCCCC1)n1c(=O)oc2cc(S(=O)(=O)N3CCCCC3)ccc21,7,3,10,1,2,2,-1,0,-5
Cc1ccc(C(N)=O)cc1S(=O)(=O)Nc1cccc(C)c1C,-18,7,-4,-3,4,6,16,9,-1
c1ccc(-c2oc3ncnc(NCCCn4ccnc4)c3c2-c2ccccc2)cc1,4,14,2,2,13,8,8,4,19
CCOC(=O)Cc1csc(NC(=O)CSc2nnc(-n3nc(C)cc3C)c3ccccc23)n1,-1,2,2,-4,-1,9,6,2,-18
CCOc1ccc(NC(=O)C2CC(=O)N(C)C(=Nc3ccc4c(c3)OCO4)S2)cc1 (centres undefined),3,10,4,-2,10,0,10,3,15

# Compound activity as filed in PubChem.
